Screening results as filed in PubChem BioAssay.
TRPN1 ag = activates the zebrafish TRPN1 channel | HEK293 zebrafish TRPN1-YFP, Fluo-8 calcium fluorescence; 100% = response to 87 µM carbachol | activation, % at 3 µM | 220,000 compounds, 0.18% hits;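 active means activation above its plate's cutoff, the mean activation of test wells on that plate plus 3 SD, cut at about 19% in these data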;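 further: 0% = DMSO alone and 100% = 87 µM carbachol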
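Material – zebrafish TRPN1-YFP in HEK293 cells · Doses – 3 µM single point · Schedule – dye 1 h 37 °C plus 30 min RT · Signal – Fluo-8 calcium fluorescence, excitation 470-495 nm, emission 515-575 nm · Read-out – % activation versus carbachol response · Control set – carbachol high, DMSO low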
NPY-Y1 antag = NPY-Y1 (human) receptor antagonism. HEK293-CNG Y1 cells, membrane potential fluorescence; NPY at EC95, then isoproterenol. P25929. inhibition, % at 3.6 µM. AID 1040. 200,000 compounds, 1% hits;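 active means inhibition above the campaign mean inhibition of all tested compounds plus 3 SD, cut at about 20% in these data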;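 further: 0% = DMSO wells given NPY plus isoproterenol and 100% = isoproterenol alone without NPY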
Target sequence (P25929 whole entry, looked up): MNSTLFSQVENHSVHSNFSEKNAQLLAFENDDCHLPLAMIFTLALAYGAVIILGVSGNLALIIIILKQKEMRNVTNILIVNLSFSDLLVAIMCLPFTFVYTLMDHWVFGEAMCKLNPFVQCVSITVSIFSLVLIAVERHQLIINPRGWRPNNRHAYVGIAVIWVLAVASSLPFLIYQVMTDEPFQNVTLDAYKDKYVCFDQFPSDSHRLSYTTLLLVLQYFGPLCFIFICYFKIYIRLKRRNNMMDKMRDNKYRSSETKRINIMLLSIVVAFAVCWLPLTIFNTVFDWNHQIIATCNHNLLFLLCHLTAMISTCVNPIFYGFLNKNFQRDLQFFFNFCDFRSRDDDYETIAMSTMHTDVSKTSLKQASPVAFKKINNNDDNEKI
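Test system: HEK293 cells co-expressing NPY Y1 receptor and cyclic-nucleotide gated channel; Also added: NPY (25 nM), isoproterenol (1 µM), Ro 20-1724 (25 µM); Compound dosing: one concentration, 3.6 µM, in 0.4% DMSO; Timing: dye 3 h, compound 60 min room temperature, stimulation 45 min; Technique: Membrane-potential fluorescent dye readout.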
NPY1 pot ag = human NPY-Y1 potentiation or agonism, primary screen. P25929. NPY-Y1 expressing cells, potentiator/agonist activation. activation, % at 3.6 µM. 220,000 compounds, 0.37% hits; in the data active means activation above about 33%, passing the limit was not always enough;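 further: cells stimulated with NPY at EC10 then isoproterenol at EC100; 0% = low agonist plus stimulus and 100% = saturating agonist plus stimulus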
CHOP inhibitor = inhibitors of CHOP induction in ER stress response. CHO-K1 CHOP-promoter luciferase, tunicamycin-induced, 15-18 h. inhibition, % at 10 µM. 220,000 compounds, 3.8% hits. AID 2732;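 active means compounds that reduced the stress-induced luciferase reporter signal by more than about 70% of percent inhibition, limit read from the data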;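 further: 0% = tunicamycin plus vehicle and 100% = wells without tunicamycin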
EP2 modulator = EP2 receptor (human) modulation. P43116. EP2-expressing cells, cAMP HTRF FRET, PGE2 co-stimulation. induction, % at 25 µM. 260,000 compounds, 0.83% hits;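 active means compounds whose cAMP rise, as percent of the full-agonist control response, exceeds 60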;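 further: rat C6 glioma line stably carrying human EP2 under a CMV promoter; the protocol text gives 20 µM as final concentration; 100% = response of wells given 1 µM PGE2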
14-3-3 Bad inh = disrupts binding of bovine 14-3-3 zeta to phospho-Bad peptide; P63103; TR-FRET 14-3-3zeta/Dy647-pBad peptide displacement, 1 h; inhibition, % at 21.7 µM; 220,000 compounds, 0.71% hits; AID 781;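 active means inhibition above about 70%, limit read from the data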;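 further: 0% = full 14-3-3 plus peptide FRET controls and 100% = background without 14-3-3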
PPC-1+TRAIL kill = compounds killing PPC-1 cancer cells with TRAIL present (potentiator screen, no TRAIL-free arm) | PPC-1 cells + TRAIL, ATPLite viability luminescence | cell killing (% activity), % at 4 µM | 220,000 compounds, 0.41% hits;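 active means cell killing above 50% in the first pass at 4 µM, then a duplicate retest at 5 µM averaging 50% or more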;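 further: plate controls were cells with TRAIL plus DMSO for no effect and medium-only wells lacking cells for full effect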
PGE2 EP2 inh = EP2 receptor (human) inhibition | 260,000 compounds, 0.52% hits | P43116 | inhibition, % at 25 µM | C6 glioma cells expressing human EP2, cAMP TR-FRET; cells stimulated with saturating PGE2;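 active means percent inhibition above 40 after rounding to a whole number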;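 further: rat C6 glioma host cells with rolipram phosphodiesterase inhibitor present; the protocol text gives 20 µM as final concentration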
TRPML3 agonist = activates the human TRPML3 channel. HEK293 TRPML3-YFP, Fluo-8 calcium fluorescence; 100% = the carbachol control signal. activation, % at 3 µM. 220,000 compounds, 0.29% hits. AID 1448;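 active means activation above its plate's cutoff, the mean activation of the plate's test wells plus 3 SD, cut at about 12% in these data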;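 further: 0% = DMSO only wells and 100% = carbachol wells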
Target sequence (Q8TDD5 whole entry, looked up): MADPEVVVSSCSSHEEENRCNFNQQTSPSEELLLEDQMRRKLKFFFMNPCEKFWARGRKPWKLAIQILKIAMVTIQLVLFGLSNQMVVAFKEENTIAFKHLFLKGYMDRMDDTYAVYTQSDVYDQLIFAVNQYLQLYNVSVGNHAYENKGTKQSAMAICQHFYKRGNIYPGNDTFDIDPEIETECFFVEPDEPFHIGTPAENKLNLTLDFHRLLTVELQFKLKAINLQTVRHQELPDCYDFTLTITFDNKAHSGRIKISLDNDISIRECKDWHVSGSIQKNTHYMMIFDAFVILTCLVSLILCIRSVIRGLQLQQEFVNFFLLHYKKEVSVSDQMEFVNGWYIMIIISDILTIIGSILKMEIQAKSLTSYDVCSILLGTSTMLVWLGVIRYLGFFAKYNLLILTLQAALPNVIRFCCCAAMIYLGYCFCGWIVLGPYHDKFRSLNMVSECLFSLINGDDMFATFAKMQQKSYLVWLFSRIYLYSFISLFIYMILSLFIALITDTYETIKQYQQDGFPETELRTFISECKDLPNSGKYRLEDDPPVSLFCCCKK
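Material: HEK293 cells stably carrying human TRPML3-YFP; compound dosing: single dose, 3 µM final nominal compound, 0.3% DMSO final; incubation: 1-h 37 °C dye load, 5-s basal, 120-s post-compound reads; technique: Fluo-8 intracellular calcium fluorescence, excitation 470-495 nm, emission 515-575 nm; read-out basis: percent activation from peak-to-basal fluorescence ratio, scaled between DMSO and carbachol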
* = called active by the depositor; & = joins results of further samples; [ ] = remark or other dose.

How did CCCCCCCC(=O)NC(Nc1ccc(S(N)(=O)=O)cc1)C(Cl)(Cl)Cl (configuration not stated) do in these assays?
TRPN1 ag: -1.7; NPY-Y1 antag: -4; NPY1 pot ag: 23; CHOP inhibitor: 57; EP2 modulator: 30; 14-3-3 Bad inh: 14; PPC-1+TRAIL kill: 34; PGE2 EP2 inh: 5; TRPML3 agonist: -0.3

What do the screens show for `CCOc1cccc(-c2nnc3sc(-c4cc(OC)c(OC)c(OC)c4)nn23)c1`?
TRPN1 ag: -0.2; NPY-Y1 antag: 1; NPY1 pot ag: -7; CHOP inhibitor: -34; EP2 modulator: -18; 14-3-3 Bad inh: 8[fluorescence artefact?]; PPC-1+TRAIL kill: -10; TRPML3 agonist: 0.8

Results for COc1ccc(C(=O)Sc2ccc(Cl)cc2)cc1OC ?
TRPN1 ag: -0.6; NPY-Y1 antag: -6; NPY1 pot ag: 26; CHOP inhibitor: 50; EP2 modulator: 0; 14-3-3 Bad inh: 0; PPC-1+TRAIL kill: 16; TRPML3 agonist: 0.7

What do the screens show for `CCOC(=O)c1oc2ccccc2c1N`?
TRPN1 ag: -0.1; NPY-Y1 antag: -1; NPY1 pot ag: -1; CHOP inhibitor: 22; EP2 modulator: 28; 14-3-3 Bad inh: 9; PPC-1+TRAIL kill: 23; PGE2 EP2 inh: 10; TRPML3 agonist: 0.4

How did CN(CC(=O)Nc1ccc(N2CCOCC2)cc1)CC(=O)Nc1cccc(C#N)c1 do in these assays?
TRPN1 ag: 2.5; NPY-Y1 antag: -1; NPY1 pot ag: -4; CHOP inhibitor: -46; EP2 modulator: 12; 14-3-3 Bad inh: -7; PPC-1+TRAIL kill: 6; PGE2 EP2 inh: 4; TRPML3 agonist: 0.9

Results for CCCCOc1ccc(C2OC34CCCCC3C(C#N)(C#N)C2(C#N)C(=N)O4)cc1 (configuration not stated) ?
TRPN1 ag: -0.9; NPY-Y1 antag: -1; NPY1 pot ag: -17; CHOP inhibitor: -12; EP2 modulator: 23; 14-3-3 Bad inh: 3[fluorescence artefact?]; PPC-1+TRAIL kill: 12; PGE2 EP2 inh: 16; TRPML3 agonist: 1.8

How did CCn1c(SCC(=O)Nc2ccc(Cl)cc2)nc2nc3c(cc2c1=O)CCCC3 do in these assays?
TRPN1 ag: -1.2; NPY-Y1 antag: 3; NPY1 pot ag: -26; CHOP inhibitor: 46; EP2 modulator: 18; 14-3-3 Bad inh: 10; PPC-1+TRAIL kill: -5; PGE2 EP2 inh: 3; TRPML3 agonist: 0.0

How did Cc1onc(-c2ccccc2)c1-c1n[nH]c(=S)n1-c1ccccc1Cl do in these assays?
TRPN1 ag: -0.8; NPY-Y1 antag: -1; NPY1 pot ag: 5; CHOP inhibitor: 26; EP2 modulator: 23; 14-3-3 Bad inh: -7[fluorescence artefact?]; PPC-1+TRAIL kill: 2; PGE2 EP2 inh: 5; TRPML3 agonist: -0.9

How did COc1ccc(C2CC(C)=NN2C=O)cc1OC (configuration not stated) do in these assays?
TRPN1 ag: 1.2; NPY-Y1 antag: 2; NPY1 pot ag: -17; CHOP inhibitor: -1; EP2 modulator: 5; 14-3-3 Bad inh: 1; PPC-1+TRAIL kill: 1; PGE2 EP2 inh: 10; TRPML3 agonist: 0.8

How did Nc1ccc(C2=Nc3cccc4cccc(c34)N2)cc1 do in these assays?
TRPN1 ag: -0.1; NPY-Y1 antag: 0; NPY1 pot ag: 11; CHOP inhibitor: -6; EP2 modulator: -15; 14-3-3 Bad inh: 9; PPC-1+TRAIL kill: 1; PGE2 EP2 inh: 7; TRPML3 agonist: -0.1

Results for CC(=O)NC(N1CCCCC1)C(F)(F)C(F)(F)C(F)(F)C(F)F (configuration not stated) ?
TRPN1 ag: 0.0; NPY-Y1 antag: 3; NPY1 pot ag: 5; CHOP inhibitor: 21; EP2 modulator: 6; 14-3-3 Bad inh: 7; PPC-1+TRAIL kill: 8; PGE2 EP2 inh: 4; TRPML3 agonist: 0.7

How did O=C(COc1ccc(Br)cc1Br)NC(=S)Nc1cccc(CO)c1 do in these assays?
TRPN1 ag: 0.1; NPY-Y1 antag: 0; NPY1 pot ag: -10; CHOP inhibitor: -47; EP2 modulator: -66; 14-3-3 Bad inh: 10; PPC-1+TRAIL kill: 16; PGE2 EP2 inh: 10; TRPML3 agonist: 0.4

What do the screens show for `N#CC(/C(=N/S(=O)(=O)c1cccs1)c1ccccc1)c1nc2ccccc2[nH]1` (configuration not stated)?
TRPN1 ag: 0.5; NPY-Y1 antag: 23*; NPY1 pot ag: -16; CHOP inhibitor: 26; EP2 modulator: 13; 14-3-3 Bad inh: -3[fluorescence artefact?]; PPC-1+TRAIL kill: -1; TRPML3 agonist: 0.5

How did O=C(c1cccs1)N1C(=O)c2cccc3cccc1c23 do in these assays?
TRPN1 ag: -0.7; NPY-Y1 antag: -5; NPY1 pot ag: 9; CHOP inhibitor: 10; EP2 modulator: 25; 14-3-3 Bad inh: 0; PPC-1+TRAIL kill: 4; PGE2 EP2 inh: 12; TRPML3 agonist: 0.1

What do the screens show for `CC(=O)NCCc1nc2ccccc2n1Cc1cccc(C)c1`?
TRPN1 ag: -0.1; NPY1 pot ag: 5; CHOP inhibitor: -7; EP2 modulator: -8; 14-3-3 Bad inh: 1; PPC-1+TRAIL kill: -18; PGE2 EP2 inh: 6; TRPML3 agonist: 0.4

Results for CCOc1ccc(C(Nc2ccc(C)cc2)P2(=O)OCC(C)(C)CO2)cc1 (configuration not stated) ?
TRPN1 ag: -0.3; NPY-Y1 antag: 3; NPY1 pot ag: 2; CHOP inhibitor: -12; EP2 modulator: -4; 14-3-3 Bad inh: -15; PPC-1+TRAIL kill: 19; PGE2 EP2 inh: 15; TRPML3 agonist: 0.2

Results for COc1cccc(-c2csc3nnc(SCC(=O)NCc4cccs4)n23)c1 ?
TRPN1 ag: -0.9; NPY-Y1 antag: 0; NPY1 pot ag: 3; CHOP inhibitor: -3; EP2 modulator: 4; 14-3-3 Bad inh: 3; PPC-1+TRAIL kill: 6; PGE2 EP2 inh: 3; TRPML3 agonist: -0.9

How did Cc1ccc(NC(=S)NC(CO)C(O)c2ccc([N+](=O)[O-])cc2)cc1 (configuration not stated) do in these assays?
TRPN1 ag: 1.2; NPY-Y1 antag: -1; NPY1 pot ag: 8; CHOP inhibitor: 9; EP2 modulator: -18; 14-3-3 Bad inh: -1; PPC-1+TRAIL kill: -5; PGE2 EP2 inh: 1; TRPML3 agonist: 0.4

How did O=C(NCCCCCCNC(=O)OC1CCS(=O)(=O)C1)OC1CCS(=O)(=O)C1 (configuration not stated) do in these assays?
TRPN1 ag: -0.4; NPY-Y1 antag: 3; NPY1 pot ag: -4; CHOP inhibitor: 11; EP2 modulator: 24; 14-3-3 Bad inh: -7; PPC-1+TRAIL kill: -12; PGE2 EP2 inh: 17; TRPML3 agonist: 0.8

What do the screens show for `O=C(CCSc1nnc(-c2ccncc2)o1)Nc1ccc(F)cc1`?
TRPN1 ag: -0.3; NPY-Y1 antag: -4; NPY1 pot ag: -3; CHOP inhibitor: -8; EP2 modulator: -14; 14-3-3 Bad inh: -2[fluorescence artefact?]; PPC-1+TRAIL kill: 10; PGE2 EP2 inh: 11; TRPML3 agonist: 1.0

How did Cc1cccc(C)c1NC(=O)CSc1nc(C)c(CC(=O)c2ccc(Br)cc2)c(C)c1C#N do in these assays?
TRPN1 ag: 0.5; NPY-Y1 antag: -2; NPY1 pot ag: -14; CHOP inhibitor: 91*; EP2 modulator: 45; 14-3-3 Bad inh: -13[fluorescence artefact?]; PPC-1+TRAIL kill: -11; PGE2 EP2 inh: 14; TRPML3 agonist: 0.9

How did Nc1ccc(-c2ccc(C(=O)O)s2)cn1 do in these assays?
TRPN1 ag: 2.0; NPY-Y1 antag: 2; NPY1 pot ag: 7; CHOP inhibitor: 15; EP2 modulator: 9; 14-3-3 Bad inh: 14; PPC-1+TRAIL kill: 4; PGE2 EP2 inh: 7; TRPML3 agonist: 1.3

What do the screens show for `C/C(N)=C(/C#N)C(=O)COC(=O)C(NS(=O)(=O)c1ccc(Cl)cc1)C(C)O` (configuration not stated)?
TRPN1 ag: 1.9; NPY-Y1 antag: -6; NPY1 pot ag: 7; CHOP inhibitor: -10; EP2 modulator: 23; 14-3-3 Bad inh: -6; PPC-1+TRAIL kill: -25; PGE2 EP2 inh: 9; TRPML3 agonist: 0.1

How did Cc1ccc(-n2[nH]c(C)c(C=Nc3ccc(S(=O)(=O)Nc4nccs4)cc3)c2=O)c(C)c1 do in these assays?
TRPN1 ag: 0.9; NPY-Y1 antag: 8; NPY1 pot ag: 10; CHOP inhibitor: 8; EP2 modulator: 25; 14-3-3 Bad inh: -7; PPC-1+TRAIL kill: 4; PGE2 EP2 inh: 3; TRPML3 agonist: 0.9

What do the screens show for `Cc1cc(C)c(S(=O)(=O)Nc2ccc(O)c(Sc3ncn[nH]3)c2)c(C)c1`?
TRPN1 ag: 1.9; NPY-Y1 antag: 9; NPY1 pot ag: 4; CHOP inhibitor: 18; EP2 modulator: 15; 14-3-3 Bad inh: -8; PPC-1+TRAIL kill: 6; PGE2 EP2 inh: 9; TRPML3 agonist: 0.3

How did CCOC(=O)NC(=O)CSc1nc(C)cc(C(F)(F)F)c1C#N do in these assays?
TRPN1 ag: 1.0; NPY-Y1 antag: 2; NPY1 pot ag: -21; CHOP inhibitor: 18; EP2 modulator: -10&6; 14-3-3 Bad inh: 6; PPC-1+TRAIL kill: 20; PGE2 EP2 inh: 9&3; TRPML3 agonist: 0.0

Results for CCn1c(SCC(=O)Nc2nc(C)cs2)nnc1C(C)NC(=O)c1ccccc1 (configuration not stated) ?
TRPN1 ag: -0.8; NPY-Y1 antag: 1; NPY1 pot ag: 19; CHOP inhibitor: 18; EP2 modulator: -28&6; 14-3-3 Bad inh: 10; PPC-1+TRAIL kill: -6; PGE2 EP2 inh: 9&11; TRPML3 agonist: -0.7

How did O=C(N1CCOCC1)N1CCN(C(=O)N2CCOCC2)CC1 do in these assays?
TRPN1 ag: -0.3; NPY-Y1 antag: 2; NPY1 pot ag: -28; TRPML3 agonist: 1.2

How did CC(=O)CSc1nnc(NC(=O)CCc2ccccc2)s1 do in these assays?
TRPN1 ag: 0.2; NPY-Y1 antag: -6; NPY1 pot ag: 17; CHOP inhibitor: 6; EP2 modulator: 17; 14-3-3 Bad inh: -10; PPC-1+TRAIL kill: -15; PGE2 EP2 inh: 9; TRPML3 agonist: 0.3

Some of the compounds tested (hit frequency here may not be typical).
